Source: PubChem
CCR6 antagonist = antagonists of human CCR6 receptor; CHO-K1 CCR6 PathHunter beta-arrestin, luminescence, CCL20-stimulated; 340,000 compounds, 0.49% hits; AID 493098; inhibition, % at 20 µM; P51684;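 active = compounds whose inhibition of the agonist-driven luminescence signal at 20 µM reaches about 50%, limit read from the data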;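 also: cells stimulated with CCL20 at 14 nM final; plate controls were DMSO with CCL20 for no effect and DMSO without agonist for full effect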
Target sequence (P51684 whole entry, looked up): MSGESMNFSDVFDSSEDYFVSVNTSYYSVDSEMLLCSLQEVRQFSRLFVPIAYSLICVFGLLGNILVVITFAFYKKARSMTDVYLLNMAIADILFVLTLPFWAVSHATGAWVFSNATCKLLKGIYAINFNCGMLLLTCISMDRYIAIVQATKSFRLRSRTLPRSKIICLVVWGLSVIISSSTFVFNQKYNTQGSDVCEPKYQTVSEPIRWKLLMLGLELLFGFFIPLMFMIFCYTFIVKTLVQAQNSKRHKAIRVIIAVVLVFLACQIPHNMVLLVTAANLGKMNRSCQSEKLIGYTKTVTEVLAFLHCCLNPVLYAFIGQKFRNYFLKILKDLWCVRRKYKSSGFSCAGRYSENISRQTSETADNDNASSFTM
Gli-Sufu block = antagonists of Gli-Sufu signaling. Sufu-KO-LIGHT fibroblasts, Gli luciferase reporter luminescence. inhibition, % at 5 µM. 340,000 compounds, 0.74% hits;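 active = inhibition above about 55%, limit read from the data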;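 also: 0% = DMSO-treated cells and 100% = wells with medium but no cells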
Jurkat NFkB inh = lowers PMA/ionomycin-induced NF-kB signal in Jurkat cells | 330,000 compounds, 0.53% hits | inhibition, % at 4 µM | PMA/ionomycin-induced NF-kB luciferase reporter, luminescence | AID 435003; in the data active = inhibition above about 50%
CXCR6 block = CXCR6 (human) receptor inhibition. CHO-K1 PathHunter CXCR6 beta-arrestin, luminescence. inhibition, % at 20 µM. 360,000 compounds, 0.36% hits; in the data active = inhibition above about 34%, passing the limit was not always enough;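 also: antagonist mode with CXCL16 agonist at 10 nM final; 0% = 10 nM CXCL16 with DMSO and 100% = unstimulated wells without agonist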
Target sequence (O00574 whole entry, looked up): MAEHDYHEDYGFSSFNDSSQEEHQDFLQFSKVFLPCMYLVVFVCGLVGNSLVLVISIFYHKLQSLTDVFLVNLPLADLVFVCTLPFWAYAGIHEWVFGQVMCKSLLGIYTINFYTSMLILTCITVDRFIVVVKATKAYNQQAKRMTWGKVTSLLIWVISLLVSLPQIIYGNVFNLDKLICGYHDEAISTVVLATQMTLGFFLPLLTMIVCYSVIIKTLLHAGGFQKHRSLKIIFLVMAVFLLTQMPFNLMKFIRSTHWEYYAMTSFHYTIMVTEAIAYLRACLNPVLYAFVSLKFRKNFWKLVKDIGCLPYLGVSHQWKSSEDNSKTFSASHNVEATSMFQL
697 NFkB inh = inhibitors of the PMA/ionomycin-induced NF-kB reporter in 697 B cells | inhibition, % at 4 µM | 330,000 compounds, 0.33% hits | 697 B-cell NF-kB luciferase reporter, 16 h; in the data active = inhibition above about 35%
Mdm2 MdmX PPI = human Mdm2/MdmX binding inhibition; O15151+Q00987; inhibition, % at 8 µM; SaOS-2 split-luciferase Mdm2/MdmX complementation, luminescence; AID 485346; 330,000 compounds, 3% hits;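 active = inhibition of at least 50% at 8 µM in the primary screen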
EBI2 block = EBI2 (human) antagonism; inhibition, % at 5 µM; P32249; 360,000 compounds, 0.81% hits; AID 651636; EBI2 beta-arrestin recruitment, luminescence, 7a,25-OHC stimulated; in the data active = inhibition above about 38%;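 also: enzyme fragment complementation signal reports receptor beta-arrestin coupling in cells; 0% = agonist plus DMSO wells and 100% = wells without agonist; some results beyond the cut were filed as inactive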
Target sequence (P32249 whole entry, looked up, the tested form may be a part): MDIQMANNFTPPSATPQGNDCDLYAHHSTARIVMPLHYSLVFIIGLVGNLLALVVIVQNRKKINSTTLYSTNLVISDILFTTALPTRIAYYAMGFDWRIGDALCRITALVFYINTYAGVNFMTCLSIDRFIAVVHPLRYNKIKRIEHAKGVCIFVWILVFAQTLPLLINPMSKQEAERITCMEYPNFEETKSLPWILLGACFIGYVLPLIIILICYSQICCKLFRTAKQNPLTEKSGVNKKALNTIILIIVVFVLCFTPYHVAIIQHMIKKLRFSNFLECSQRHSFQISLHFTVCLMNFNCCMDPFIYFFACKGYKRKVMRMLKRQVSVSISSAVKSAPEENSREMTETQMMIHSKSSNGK
XBP1 UPR activ = activators of adaptive arm of unfolded protein response (XBP1) | CHO-XBP1 luciferase reporter, IRE1-XBP1 UPR activation, luminescence; percent of tunicamycin response, DMSO as zero | activation, % at 20 µM | 330,000 compounds, 0.33% hits | AID 463104;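 active = versus positive control, 20 µM dose yields 30% or more activation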;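 also: 100% = tunicamycin at 10 µg/mL and 0% = DMSO only wells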
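Assay system: CHO-XBP1 luciferase reporter cells; Schedule: 6 h treatment, 37 °C; Detection: glow luminescence from Steady-Glo reagent; Benchmarks: high control tunicamycin 10 µg/mL final, low control DMSO vehicle only.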
CHOP UPR activ = activators of apoptotic arm of unfolded protein response (CHOP); CHO-CHOP luciferase reporter, UPR activation, luminescence; percent of tunicamycin response over DMSO baseline; AID 449763; 330,000 compounds, 0.34% hits; activation, % at 10 µM;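 active = at 10 µM dose, activation of 40% or more, normalized to positive control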;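 also: 100% = tunicamycin at 10 µg/mL and 0% = DMSO alone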
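Assay system: CHO-CHOP cells, stable luciferase reporter of PERK-eIF2a-CHOP signalling / Buffer or medium: F12 plus 10% serum / Compound dosing: one dose, 10 µM in 0.5% DMSO / Times: 6 h compound treatment, 37 °C / Technique: luciferase luminescence / Read-out: % reporter activation, DMSO baseline versus tunicamycin full activation / Benchmarks: tunicamycin and DMSO controls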
The depositor's hits bear a star; / = not tested or not shown; & = joins results of further samples.

SMILES	CCR6 antagonist	Gli-Sufu block	Jurkat NFkB inh	CXCR6 block	697 NFkB inh	Mdm2 MdmX PPI	EBI2 block	XBP1 UPR activ	CHOP UPR activ
C=C(C)CN(CC)C(=O)CSc1nc2ncc(Cl)cc2[nH]1	12	0	15	-3	-11	17	3	-1	0.1
N#Cc1ccc(S(=O)(=O)N2CCN(CC(=O)Nc3ccccc3C(=O)NC3CC3)CC2)cc1	13	0	2	-20	13	3	4	1	-1.1
Cc1nnc(NC(=O)Cn2c(=O)sc3ccccc32)s1	-5	8	3	1	5	10	-6	1	2.6
O=C(COC(=O)CCS(=O)(=O)c1ccc(Cl)cc1)Nc1ncc(Cl)cc1Cl	10	-6	10	-4	9	25	-1	-3	-2.7
Cc1ccc(NC(=O)Nc2ccc3c(c2)nc(C)n3C)cc1C	/	/	-136	/	-156	-139	/	2	1.2
COc1ccc(C=C2C(=O)c3ccccc3C2=O)cc1O	43	-3	17	32	15	-5	4	-2	1.8
O=C(COC(=O)c1cccc(S(=O)(=O)NCc2ccccc2)c1)NCC1CCCO1 (configuration not stated)	-4	-3	-16	2	9	25	-9	-5	-1.0
COc1ccc(Cn2ccnc2)cc1[N+](=O)[O-]	-1	-4	-3	-3	-2	13	-17	3	-0.2
O=C(CCCCCNC(=O)c1ccccc1)N/N=C/c1ccco1	12	-2	1	-1	10	-3	-8	2	0.6
CN(C)C(=O)c1ccccc1Sc1cc(Cl)ccc1Cl	3	0	9	9	23	14	0	0	-2.7
CCc1nc(SCC(=O)N2CCC(C)CC2)c2c(=O)n(C)c(=O)n(C)c2n1	-2	3	-6	-2	5	-28	-13	2	0.8
COCC(=O)Nc1nc(-c2ccc([N+](=O)[O-])cc2)cs1	4	-13	-8	-8	12	0	-2	1	2.5
Cc1cccc(-n2c(O)c(C=Nc3c(C)n(C)n(-c4ccccc4)c3=O)c3ccccc3c2=O)n1	3&-8	6&-2	-18	1&14	-29	9	3&-8	-2	-0.9
NNC(=O)CN1C(CN2CCOCC2)=Nc2ccc(Br)cc2C1c1ccccc1 (configuration not stated)	-2	-12	3	-2	16	-10	-2	-3	-1.9
O=C1CC(SCCc2nc3ccccc3[nH]2)C(=O)N1c1ccc(F)cc1 (configuration not stated)	-2	-1	-1	-4	8	-26	-20	0	0.9
Cc1cccc(N2CCN(C(=O)c3ccc4nccnc4c3)CC2C)c1 (configuration not stated)	6	4	1	4	5	25	-8	-4	-1.5
CN(C)C(=O)NCc1ccc(S(N)(=O)=O)cc1	-4	2	-7	-3	7	5	-5	-1	-1.0
CCCN1CCN(C(=O)Cn2cnc3ccc(S(=O)(=O)N4CCC(C)CC4)cc3c2=O)CC1	-6	9	-19	-5	4	20	9	-4	-0.9
CCC(Sc1nccn1C)C(=O)Nc1nnc(C)s1 (configuration not stated)	-18	4	-10	-4	-7	4	-7	-3	-0.8
O=C(O)c1cn(Cc2ccccc2)nc1-c1cccnc1	2	-8	0	4	14	8	9	-1	-2.0
O=c1c2ccc([N+](=O)[O-])cc2ncn1CCOc1ccc(Cl)cc1	-15	-2	15	-14	6	-19	0	2	-1.7
CNC(=O)C1CCN(S(=O)(=O)c2c(C)noc2/C=C/c2cccc(OC)c2)CC1	4	-3	4	1	-7	1	-9	0	0.3
CC(CCc1ccc(O)cc1)NCCc1ccc(O)c(O)c1 (configuration not stated)	47	-3	7	9	32	-1	4	0	0.5
CCOc1ccc(-c2c(C)sc3nc[nH]c(=O)c23)cc1	5	-5	15	5	0	-11	3	-3	-0.4
Cc1ccc(S(=O)(=O)N2CCCCC2)cc1C(=O)Nc1ccc2cn[nH]c2c1	4	0	22	-14	16	22	1	-5	-2.7
Cc1ccc(N=Nc2c(N)[nH]n3c(=O)cc(C)nc23)cc1	15	-3	/	-1	/	/	-5	/	/
CSCc1ccc(C(=O)N2CCCC(Nc3ccc4c(c3)OCCO4)C2)o1 (configuration not stated)	12	-10	6	5	6	8	1	-3	1.5
O=C(O)C[C@H]1c2cc(F)ccc2S(=O)(=O)N1C1CCCC1	9	-4	11	-7	19	9	-4	-1	1.8
N#CCCN(C(=O)COC(=O)COc1ccc(Cl)cc1)c1ccccc1	16	-3	-9	-2	9	-2	3	0	-1.7
CNC(=S)N/N=C(\C)c1cccc(C(F)(F)F)c1	6	1	-9	1	3	-4	2	0	4.9
CN(C)CCCNC(=O)c1cc(C(=O)c2c(Cl)cccc2Cl)c[nH]1	6	-1	-3	7	-6	19	-15	-1	-1.5
Cc1ccc(S(=O)(=O)N2CCCCC2)cc1NC(=S)NC(=O)c1ccco1	39	9	3	18	13	0	-4	-1	0.6
Cc1ccc(NC(=O)N2CCC(NC(=O)c3cccc(F)c3)CC2)cc1	-6	9	2	4	10	11	14	-2	-0.6
CCCCn1c2nc3ccccc3nc2c2c(=O)n(C(C)CC)cnc21 (configuration not stated)	5	4	3	1	7	18	-7	2	-2.6
COc1ccc(-c2cc(-c3cccs3)nc3sc(C#N)c(N)c23)cc1	5	4	9	4	-1	22	30	1	1.9
CC(NC(=O)CNC(=O)c1ccccc1Br)c1cccs1 (configuration not stated)	0	-7	3	4	29	1	4	0	0.7
C[N+]1(CC(=O)OCCCC2CCCCC2)CCCC1	6	39	9	2	8	19	-4	-1	9.0
Cc1cccc(N2C(=O)C3C(c4ccccc4)OC4(C(=O)c5ccccc5C4=O)C3C2=O)c1 (configuration not stated)	2	24	1	0	15	20	-3	2	0.8
COc1ccc(-c2cc(C(F)(F)F)c(C#N)c(SCC(=O)Nc3ccccc3C#N)n2)cc1	-8	2	-7	/	12	53*	/	23	18
CCOc1cccc(C2C(C(=O)c3ccc(C)o3)=C(O)C(=O)N2Cc2ccccc2)c1 (configuration not stated)	-6	3	9	2	13	25	-1	-1	1.2

Another view of nine compounds above:
SMILES,CCR6 antagonist,Gli-Sufu block,Jurkat NFkB inh,CXCR6 block,697 NFkB inh,Mdm2 MdmX PPI,EBI2 block,XBP1 UPR activ,CHOP UPR activ
Cc1ccc(S(=O)(=O)N2CCCCC2)cc1NC(=S)NC(=O)c1ccco1,39,9,3,18,13,0,-4,-1,0.6
Cc1ccc(NC(=O)N2CCC(NC(=O)c3cccc(F)c3)CC2)cc1,-6,9,2,4,10,11,14,-2,-0.6
CCCCn1c2nc3ccccc3nc2c2c(=O)n(C(C)CC)cnc21 (configuration not stated),5,4,3,1,7,18,-7,2,-2.6
COc1ccc(-c2cc(-c3cccs3)nc3sc(C#N)c(N)c23)cc1,5,4,9,4,-1,22,30,1,1.9
CC(NC(=O)CNC(=O)c1ccccc1Br)c1cccs1 (configuration not stated),0,-7,3,4,29,1,4,0,0.7
C[N+]1(CC(=O)OCCCC2CCCCC2)CCCC1,6,39,9,2,8,19,-4,-1,9.0
Cc1cccc(N2C(=O)C3C(c4ccccc4)OC4(C(=O)c5ccccc5C4=O)C3C2=O)c1 (configuration not stated),2,24,1,0,15,20,-3,2,0.8
COc1ccc(-c2cc(C(F)(F)F)c(C#N)c(SCC(=O)Nc3ccccc3C#N)n2)cc1,-8,2,-7,/,12,53*,/,23,18
CCOc1cccc(C2C(C(=O)c3ccc(C)o3)=C(O)C(=O)N2Cc2ccccc2)c1 (configuration not stated),-6,3,9,2,13,25,-1,-1,1.2

Next part.
SMILES	CCR6 antagonist	Gli-Sufu block	Jurkat NFkB inh	CXCR6 block	697 NFkB inh	Mdm2 MdmX PPI	EBI2 block	XBP1 UPR activ	CHOP UPR activ
NCCNC(=O)Cc1ccc(NC(=O)Cc2ccc(Nc3ncnc4c3ncn4[C@@H]3O[C@H](CO)[C@@H](O)[C@H]3O)cc2)cc1	3	-6	1	2	-2	12	-8	-9	3.1
COc1ccc(/C=C/C(=O)Oc2ccc(C=O)cc2OC)cc1	-17	-7	9	8	5	41	-6	4	9.8
CCCC(=O)NC(=S)Nc1cccc(NC(=O)c2ccc(Cl)cc2Cl)c1	10	3	9	11	23	11	1	1	-0.7
O=C1CC2(CCN(C(=O)COc3ccc(Cl)cc3)CC2)Oc2ccccc21	9	16	4	1	-11	13	87*	-3	0.5
CCOC(=O)NNc1ccccc1	1	-1	19	-2	29	-8	-3	0	2.1
CC1CC(C)CN(C(=O)c2ccccc2Nc2ccc(SC(F)F)cc2)C1 (configuration not stated)	22	13	3	9	-7	19	-13	-1	0.8
O=C(NCc1ccc(N2CCCC2=O)cc1)Nc1ccccc1	-4	8	-4	1	2	18	11	-4	0.6
CCCCCCCCc1nc(SCC(C)=O)n[nH]1	3	-6	-19	-12	-23	8	3	-2	1.5
COc1ccc(-c2nnc3ccc(SC(C(C)=O)C(C)=O)nn23)cc1OC	11	0	-12	4	11	23	-2	4	-0.1
CCN1CCN(S(=O)(=O)c2ccc(Cl)c(C(=O)N(CC(C)C)C3CCS(=O)(=O)C3)c2)CC1 (configuration not stated)	5	0	/	6	/	/	1	/	/
CCN(CC)CCCN1C=C2C(=O)C(C)(OC(=O)CCC(=O)OC)C(=O)C=C2C=C1C1CC1 (configuration not stated)	-19	-16	11	-14	23	-2	-17	-1	-0.9
CC(=O)c1ccc(N=C2SCCCN2C(=O)C2CCCCC2)cc1	13	-1	0	-4	4	25	10	-2	-0.6
Cc1cccc(N(CC(=O)Nc2c(C)n(C)n(-c3ccccc3)c2=O)S(C)(=O)=O)c1C	8	-9	-2	5	-1	12	0	-2	-2.2
Cc1cc(N2CCN(C)CC2)nc2ccc(NC(=S)N3CCN(c4ccccn4)CC3)cc12	7	3	-17	-6	-23	-2	3	-1	2.9
CCC(=O)N1CCc2cc(S(=O)(=O)NCCC(=O)N3CC=C(c4ccccc4)CC3)ccc21	/	/	9	-3	-14	-14	1	1	2.5
CN(C)c1ccc(P(=O)(Nc2ccccc2)N2CCOCC2)c(NC(=O)c2cccs2)c1 (configuration not stated)	18	-3	13	4	12	10	6	-3	2.9
CCn1cnc2sc(-c3ccccc3)cc2c1=O	6	9	-88	7	-118	-93	3	7	4.8
Cc1nn(CCc2nn[nH]n2)c2nc(-c3ccc(C4CCCCC4)cc3)cc(C(F)(F)F)c12	28	8	-19	22	-48	37	8	7	2.7
CC1(C)CC2CC(C)(CN2C(=O)COC(=O)c2ccc(O)cc2O)C1 (configuration not stated)	10	3	5	-4	17	10	-20	3	1.1
Cc1cc(Cl)ccc1NC(=O)COC(=O)CCNS(=O)(=O)c1ccccc1	6	-2	-8	9	-19	-42	3	2	0.6
Fc1ccc(-c2cnc(-c3cccs3)o2)cc1	6	-75	-60	-3	-91	-18	12	4	4.2
CC(C)SCCCOc1ccc(C(C)(C)C)cc1	21	-86	-8	-13	5	12	1	2	0.7
O=C(O)c1ccccc1-c1ccccc1C(=O)Nc1cccc(O)c1	-2	-6	8	6	-3	11	-5	0	-1.3
O=C1CCC(/C=C/c2ccccc2)=NN1Cc1ccc(F)cc1	6	4	5	-6	14	16	3	-2	-0.8
Cn1c(NC(=O)c2ccc(S(=O)(=O)N3CCCCC3)cc2)cc(=O)n(C)c1=O	1	-10	3	-2	-3	13	-9	-2	1.0
COc1ccccc1/C=C/C=N/Nc1cccc(C(=O)O)c1	14	-53	-113	-1	-275	-149	-5	-7	-1.6
Cc1cc(NC(=O)c2cccc(C(=O)Nc3cc(C)on3)n2)no1	-6	-14	-15	-2	-19	1	0	4	2.3
